Assay outcomes: PubChem BioAssay, National Center for Advancing Translational Sciences (NCATS)
PNC assembly inh = High Content Assay for Compounds that inhibit the Assembly of the Perinucleolar Compartment. 3.1% of 140,000 active. activity change (PNC), negative = inhibition, % at 10 µM. PC3M PTB-GFP, PNC prevalence imaging, 16 h; stronger effect = lower value;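 active means readout at or below -70, meaning at least 70% loss of cells showing the perinucleolar compartment, a nuclear body marking cancer cells; inconclusive means readout between -30 and a set limit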;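 further: plate controls were DMSO wells for no effect and camptothecin positive control wells for full effect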
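Read-out is percentage of cells bearing a perinucleolar compartment, from automated 20x imaging of fixed, Hoechst-stained PC3M PTB-GFP cells. Cells were seeded 4 h, then exposed 16 h to compound (23 nl of library stock) in duplicate plates.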
IMPase inh = qHTS Assay for Identifying the Cell-Membrane Permeable IMPase Inhibitors; inhibition (IP1 accumulation), % at 46.1 µM; Inositol monophosphatase 1 (Rattus norvegicus), P97697; AID 901, 2007; CHO-M1 cells, IP1 accumulation, HTRF TR-FRET ratio; 120,000 tested, under 10 active; active means well fitted curve in the direction sought with a large enough effect in the signal ratio, not every such curve was filed as active; inconclusive means small, poorly fitted or top-dose-only effect, or a change in a side signal; inactive means no such curve, though single readings can be large or run the other way; the % refers to the signal ratio;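 further: cells stimulated with carbachol in lithium chloride buffer; plate controls were DMSO basal wells for no effect and reference inhibitor wells for full effect; higher means more IMPase inhibition seen as more IP1 and lower FRET ratio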
Target sequence (P97697 whole entry, looked up): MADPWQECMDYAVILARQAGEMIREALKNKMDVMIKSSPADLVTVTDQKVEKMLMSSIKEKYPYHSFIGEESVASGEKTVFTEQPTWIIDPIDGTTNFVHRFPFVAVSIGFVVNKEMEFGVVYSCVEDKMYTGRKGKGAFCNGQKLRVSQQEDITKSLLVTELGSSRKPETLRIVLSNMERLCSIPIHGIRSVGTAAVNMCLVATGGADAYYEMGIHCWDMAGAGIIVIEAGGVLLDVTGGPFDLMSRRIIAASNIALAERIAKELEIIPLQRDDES
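In this qHTS, compounds (final up to 46 uM) act on CHO-M1 cells that are then activated through the M1 receptor with carbachol, in pH 7.4 buffer containing 50 mM LiCl, for 30 min. IP1 accumulation is quantified by the IP-One immunoassay.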
15-hLO-2 inh = qHTS Assay for Inhibitors of 15-hLO-2 (15-human lipoxygenase 2); purified 15hLO-2, xylenol orange hydroperoxide absorbance; 0.56% of 110,000 active; Potency, µM (series often up to 57.1 µM), for inactives: top-dose activity change, negative = inhibition, usual class: inhibitors; Polyunsaturated fatty acid lipoxygenase ALOX15B (Homo sapiens), O15296; further: potency means the concentration at half of the fitted maximal effect; nearly all actives have a fitted effect of over 60% in size; many of its hits are not listed in these tables
Target sequence (O15296 whole entry, looked up): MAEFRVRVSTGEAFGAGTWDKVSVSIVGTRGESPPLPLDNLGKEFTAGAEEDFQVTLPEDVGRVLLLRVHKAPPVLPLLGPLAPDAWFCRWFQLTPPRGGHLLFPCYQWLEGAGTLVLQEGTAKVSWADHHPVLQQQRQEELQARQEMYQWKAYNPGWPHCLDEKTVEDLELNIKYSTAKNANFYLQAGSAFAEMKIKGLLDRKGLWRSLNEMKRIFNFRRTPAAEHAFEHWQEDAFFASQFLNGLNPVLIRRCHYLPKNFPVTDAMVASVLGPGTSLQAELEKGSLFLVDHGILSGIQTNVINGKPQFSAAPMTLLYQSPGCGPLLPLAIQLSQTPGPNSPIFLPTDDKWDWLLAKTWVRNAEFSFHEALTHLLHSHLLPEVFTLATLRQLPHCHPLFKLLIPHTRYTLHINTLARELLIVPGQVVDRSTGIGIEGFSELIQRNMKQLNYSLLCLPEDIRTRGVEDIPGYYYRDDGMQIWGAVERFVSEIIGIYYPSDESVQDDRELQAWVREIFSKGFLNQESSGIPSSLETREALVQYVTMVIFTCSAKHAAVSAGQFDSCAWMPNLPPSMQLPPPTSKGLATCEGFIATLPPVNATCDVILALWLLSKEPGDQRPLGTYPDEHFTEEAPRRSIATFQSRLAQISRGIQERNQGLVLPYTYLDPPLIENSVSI
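Purified human 15hLO-2 (50 nM final) preincubated with compounds 15 min at room temperature in 25 mM Hepes pH 7.5, 0.01% Triton X-100, then 45 uM arachidonic acid added for 90 min; hydroperoxide detected via ferrous/xylenol orange, 573/405 nm absorbance ratio.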
ALOX12 inhib = qHTS Assay for Inhibitors of 12-hLO (12-human lipoxygenase); 0.12% of 150,000 active; AID 1452, 2008; Potency, µM (series often up to 57.1 µM), for the others: at the highest dose activity change, negative = inhibition, hits mostly inhibitors; purified 12-hLO, xylenol orange hydroperoxide absorbance; further: potency means the concentration at half of the fitted maximal effect; nearly all actives have a fitted effect of over 55% in size; many of its hits are not listed in these tables
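Lipoxygenase turnover measured by absorbance at 573 and 405 nm after Fe-XO development. Human 12hLO 150 nM, arachidonate 40 uM, pH 7.0 Hepes buffer with detergent; 15 min compound preincubation, 30 min reaction.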
* = called active by the depositor; & = joins results of further samples; [ ] = dose if it differs, or a comment. Unless noted, the call rests on the fitted dose curve; in most records, active means well fitted curve in the direction sought with a large enough effect; inconclusive means small, poorly fitted or top-dose-only effect, or another doubt; inactive means no such curve, though single readings can be large; an effect the other way counts as inactive or inconclusive. Unless noted, on the % scale 0 is the no-effect control and ±100 the full control effect. Not all compounds are listed (hit frequency here may not be typical).

`O[C@H]1COC2C1OC[C@@H]2O` (stereo not given in full) gave PNC assembly inh inconclusive and ALOX12 inhib 0.4%.
`Cc1cc(C)n(C(=O)CNC(=O)c2ccco2)n1` gave PNC assembly inh -20.4, IMPase inh 1.6, 15-hLO-2 inh 8.7% and ALOX12 inhib -4.6%.
For O=c1oc2cc(OCc3ccc(C(F)(F)F)cc3)ccc2cc1-c1ccccn1 the results were PNC assembly inh 16.9, IMPase inh -4.8, 15-hLO-2 inh -7.0% and ALOX12 inhib -1.1%.
`Cc1cccc(N2CCN(S(=O)(=O)c3c(C)[nH]c(=O)[nH]c3=O)CC2)c1C` gave PNC assembly inh inconclusive, IMPase inh -2.0, 15-hLO-2 inh 1.2% and ALOX12 inhib 4.2%.
CCCNC(=O)COC(=O)c1ccc(S(=O)(=O)N2CCCCCC2)cc1 was read as PNC assembly inh 27.6, IMPase inh 6.8, 15-hLO-2 inh 4.3% and ALOX12 inhib -1.1%.
C=CCn1c(SCC(=O)Nc2c(C)cccc2C)nnc1-c1cnccn1 was read as PNC assembly inh -25.9, IMPase inh 5.3, 15-hLO-2 inh 5.1% and ALOX12 inhib -5.6%.
For Cc1cc(C(=O)CSc2n[nH]c(-c3ccccc3F)n2)c(C)n1Cc1cccs1 the results were PNC assembly inh inconclusive, IMPase inh -2.3, 15-hLO-2 inh -10.9% and ALOX12 inhib -3.9%.
CCOC(=O)N1CCC(=NNc2ccc(S(=O)(=O)N3CCOCC3)cc2[N+](=O)[O-])CC1 was read as PNC assembly inh 6.2 and ALOX12 inhib -3.7%.
Screening C[C@@H](C(=O)NCc1ccc(S(C)(=O)=O)cc1)[C@@H]1C[C@@]1(C)[C@@H](NC(=O)OCc1ccccc1)c1ccccc1 returned PNC assembly inh 75.9, 15-hLO-2 inh 16.1% and ALOX12 inhib -1.1%&-5.0%.
Screening O=C(COc1ccc(Cl)cc1Cl)NCCCN1CCOCC1 returned PNC assembly inh 25.9, IMPase inh 7.1, 15-hLO-2 inh 4.6% and ALOX12 inhib -3.1%.
Screening CN(CCOC(=O)/C=C/c1ccccc1)C(C)(C)C returned PNC assembly inh 8.1 and ALOX12 inhib -1.6%.
Cc1onc(-c2ccccc2)c1C(=O)OCC(=O)Nc1ccc2c(c1)OCO2 was read as PNC assembly inh inconclusive, IMPase inh 5.6, 15-hLO-2 inh -2.1% and ALOX12 inhib -7.5%.
For CCN(CC)CCOCCOc1cc(C)c(Cl)c(C)c1 the results were PNC assembly inh 55.0, IMPase inh -5.5, 15-hLO-2 inh 28.2% and ALOX12 inhib 16.3%.
For CCOC(=O)C1CCN(S(=O)(=O)c2cn(C)c(=O)n(C)c2=O)CC1 the results were PNC assembly inh -5.1, IMPase inh 3.1, 15-hLO-2 inh -3.1% and ALOX12 inhib 6.6%.
COc1ccc(OC(=O)CCCN2C(=O)c3ccccc3C2=O)cc1 was read as PNC assembly inh 42.8, IMPase inh -1.2, 15-hLO-2 inh -2.3% and ALOX12 inhib -4.9%.
Screening CSc1ncc(Cl)c(C(=O)Nc2cccc(C)c2)n1 returned PNC assembly inh 5.4, IMPase inh 7.9 and ALOX12 inhib -8.5%.
`Cc1ccc(S(=O)(=O)NC2=NCCCCC2)cc1` gave PNC assembly inh -20.4, IMPase inh -4.7 and ALOX12 inhib 3.4%.
Screening COc1ccc2nc(NC(=O)C3CCN(S(=O)(=O)c4cccnc4)CC3)sc2c1 returned PNC assembly inh -24.4, IMPase inh -0.6, 15-hLO-2 inh -1.2% and ALOX12 inhib 3.2%.
`O=C(Nc1cccc2nsnc12)c1cccs1` gave PNC assembly inh -22.5&61.9, IMPase inh -0.5&0.9, 15-hLO-2 inh -7.4% and ALOX12 inhib 3.2%&0.2%.
Screening CCC1Oc2ccc(C)cc2N(CC(=O)NCc2cccc(OC)c2)C1=O (stereo not given) returned PNC assembly inh -13.6, IMPase inh 1.1, 15-hLO-2 inh 3.4% and ALOX12 inhib -9.0%.
For CC1Cn2c(nnc2-c2cccc(N)c2)S1 (stereo not given) the results were PNC assembly inh 24.3, IMPase inh 1.5 and ALOX12 inhib 2.6%.
Cc1ccc(CN2C(=O)/C(=C\c3ccc(C(=O)NCc4cccnc4)cc3)Oc3ccccc32)cc1 was read as PNC assembly inh inconclusive, IMPase inh -6.6 and ALOX12 inhib 2.4%.
CCOC(=O)C(CC)n1cnc2sc3c(c2c1=O)CCC3 (stereo not given) was read as PNC assembly inh 31.5, IMPase inh -11.9, 15-hLO-2 inh -13.3% and ALOX12 inhib -0.1%.
Cc1nc(C)c(CCNC(=O)c2cccc(Cl)c2)s1 was read as PNC assembly inh 12.2, IMPase inh 4.6 and ALOX12 inhib 2.1%.
For C=CCn1c(SCC(=O)NCC2CCCO2)nnc1C1CCCCC1 (stereo not given) the results were PNC assembly inh -9.0, IMPase inh 4.3, 15-hLO-2 inh -5.1% and ALOX12 inhib 4.8%.
`O=C1CN(C(=O)c2cc3ccccc3oc2=O)C(c2ccc(F)cc2)c2cc(F)ccc2N1` (stereo not given) gave PNC assembly inh 17.3 and ALOX12 inhib -4.1%.
For Cn1nc(C(=O)N2CCOCC2)c([N+](=O)[O-])c1C(=O)N1CCOCC1 the results were PNC assembly inh 0.9, IMPase inh -4.3 and ALOX12 inhib 0.9%.
For O=C(COc1nncc2ccccc12)NCCC1=CCCCC1 the results were PNC assembly inh inconclusive, IMPase inh -4.2, 15-hLO-2 inh 2.6% and ALOX12 inhib -1.6%.
Screening CC(=O)Nc1ccc(OC(=O)COc2ccc(Br)cc2)cc1 returned PNC assembly inh 36.4 and ALOX12 inhib -2.0%.
For COc1cccc(-n2c(SCC(=O)N3c4ccccc4CC3C)nnc2-c2ccco2)c1 (stereo not given) the results were PNC assembly inh -5.6, IMPase inh -1.6, 15-hLO-2 inh -11.1% and ALOX12 inhib -3.7%.
Screening CC(=O)Oc1ccc2ccccc2c1C(NC(=O)C(C)C)c1cccc([N+](=O)[O-])c1 (stereo not given) returned PNC assembly inh 20.2, IMPase inh 5.7, 15-hLO-2 inh -5.7% and ALOX12 inhib -4.7%.
For CC1CC(C)CN(c2ccc([N+](=O)[O-])cc2-c2nn[nH]n2)C1 (stereo not given) the results were PNC assembly inh 5.8 and ALOX12 inhib -4.7%.
`COC(=O)c1ccc(CSc2nc(C)nc3sc(C)c(C)c23)o1` gave PNC assembly inh 28.5, IMPase inh 8.0, 15-hLO-2 inh -11.8% and ALOX12 inhib -6.1%.
`CCOn1c(=O)c(=O)n(OCc2ccccc2)c2ccccc21` gave PNC assembly inh inconclusive, IMPase inh 2.0, 15-hLO-2 inh 3.2% and ALOX12 inhib -1.9%.
`CCC(C)(C)C1CCc2c(sc(NC(=O)c3cccs3)c2C(N)=O)C1` (stereo not given) gave PNC assembly inh -11.4, IMPase inh -8.1, 15-hLO-2 inh -11.4% and ALOX12 inhib -4.3%.
`Cn1c(O)c(N=NC(=O)Cn2ccc(C(F)(F)F)n2)c2ccccc21` gave PNC assembly inh 1.3 and ALOX12 inhib -1.1%.
For CC1=C(C(=O)OC(C)C)C(c2cccs2)N2C(=O)CCSC2=N1 (stereo not given) the results were PNC assembly inh 19.1, IMPase inh -4.5, 15-hLO-2 inh -4.1% and ALOX12 inhib -4.5%.
`Cc1ccc(C(c2sc3ncnn3c2O)N2CCC(C)CC2)cc1` (stereo not given) gave PNC assembly inh -15.8, IMPase inh -3.4 and ALOX12 inhib -0.7%.
Screening COc1ccc(Cn2cc3c(-c4ccc(F)cc4)nnc-3c3cc(OC)c(OC)cc32)cc1 returned PNC assembly inh inconclusive, IMPase inh 10.8, 15-hLO-2 inh 8.8% and ALOX12 inhib inconclusive.
For COC(=O)c1cn(NC(=O)c2ccc(OC)c(OC)c2)c(=O)c2ccccc12 the results were PNC assembly inh 28.9, IMPase inh 18.1[1.84 µM], 15-hLO-2 inh 12.4%[11.4 µM] and ALOX12 inhib -4.4%.
For CCC(=O)Nc1nc2c(OC)ccc(C)c2s1 the results were PNC assembly inh 46.8, IMPase inh -6.8 and ALOX12 inhib -0.1%.
CC(=O)NC1C(=O)N=C(SCc2ccccc2)NC1=O (stereo not given) was read as PNC assembly inh 15.8, IMPase inh 1.5, 15-hLO-2 inh -4.4% and ALOX12 inhib 1.9%.
`CCn1cc(C(=O)Nc2ccc(C(=O)N3CCCC3)cc2)c(=O)c2ccc(C)nc21` gave PNC assembly inh -6.1, IMPase inh -2.8, 15-hLO-2 inh -1.8% and ALOX12 inhib 0.8%.
For Cc1ccc(C(=O)NC2(C(F)(F)F)N=C3SCCN3C2=O)cc1 (stereo not given) the results were PNC assembly inh 30.8, IMPase inh -0.9, 15-hLO-2 inh 9.2% and ALOX12 inhib 2.5%.
`CC(=O)/C(=N/Nc1ccccc1)N1CCOCC1` gave PNC assembly inh inconclusive, IMPase inh 5.8, 15-hLO-2 inh -9.5% and ALOX12 inhib 2.1%.
C=CCOc1ccc2c(OC)c3ccoc3nc2c1OC was read as PNC assembly inh -25.1, IMPase inh -10.4 and ALOX12 inhib -2.1%.
Screening O=C(Nc1nccs1)c1ccc(NC(=O)c2ccco2)cc1 returned PNC assembly inh inconclusive, IMPase inh -2.4, 15-hLO-2 inh 2.2% and ALOX12 inhib -2.9%.
Screening COc1ccccc1-c1nc(C(F)(F)F)c(OC)o1 returned PNC assembly inh inconclusive, IMPase inh -2.6, 15-hLO-2 inh -0.1% and ALOX12 inhib 8.2%.
Screening O=C(Cc1ccc(Br)cc1)OCC(=O)N1CCc2ccccc2C1 returned PNC assembly inh 75.6, IMPase inh 6.3 and ALOX12 inhib -5.3%.
`CCOC(=O)C1CCCN(C(=O)Cc2ccc(C)cc2)C1` (stereo not given) gave PNC assembly inh inconclusive, IMPase inh -9.5, 15-hLO-2 inh 7.4% and ALOX12 inhib 0.6%.
CC(C)Cn1c(Cc2ccccc2)n[nH]c1=S was read as PNC assembly inh 0.1, IMPase inh 4.5 and ALOX12 inhib -12.4%.
For Cc1cc(OCc2nnc(SCC(=O)OC3CCCCC3)o2)ccc1Cl the results were PNC assembly inh 11.6, IMPase inh 0.4, 15-hLO-2 inh 1.6% and ALOX12 inhib -6.7%.
Brc1cc(Br)c2ncnc(N3CCCCC3)c2c1 was read as PNC assembly inh 10.5, IMPase inh inconclusive, 15-hLO-2 inh -2.9% and ALOX12 inhib -10.3%.
Screening COc1ccccc1NC(=O)C1=C(C)NC(=O)NC1c1cc(C)cs1 (stereo not given) returned PNC assembly inh 62.3 and ALOX12 inhib 1.1%.
COc1ccc(CCNC(=O)C(=O)NCC2CCCO2)cc1OC (stereo not given) was read as PNC assembly inh 112.8, IMPase inh 14.5 and ALOX12 inhib 8.8%.
For O=C(NC1C2CC3CC(C2)CC1C3)C1CC1 (stereo not given) the results were PNC assembly inh inconclusive, IMPase inh 11.8, 15-hLO-2 inh 0.2% and ALOX12 inhib 1.6%.
For Cc1ccc(C)c(NC(=O)CSc2nc(N)c(NC(=O)c3cccs3)c(=O)[nH]2)c1 the results were PNC assembly inh 23.5 and ALOX12 inhib -2.7%.
COc1ccc(Cc2nnc(NC(=O)c3cccc([N+](=O)[O-])c3C)s2)cc1 was read as PNC assembly inh inconclusive, IMPase inh 0.7, 15-hLO-2 inh -5.7% and ALOX12 inhib 2.4%.
`CCOc1ccc(NC(=O)C(C)O)c(NS(=O)(=O)c2ccc(CCNC(C)=O)cc2)c1` (stereo not given) gave PNC assembly inh 20.6, IMPase inh 41.7[activator], 15-hLO-2 inh 15.2% and ALOX12 inhib -2.9%.

Random excerpt: two records from the list
Screening COc1ccccc1NC(=O)C1=C(C)NC(=O)NC1c1cc(C)cs1 (stereo not given) returned PNC assembly inh 62.3 and ALOX12 inhib 1.1%.
CC(C)Cn1c(Cc2ccccc2)n[nH]c1=S was read as PNC assembly inh 0.1, IMPase inh 4.5 and ALOX12 inhib -12.4%.
